Screening data from PubChem.
GlmU inhibition = inhibition of mycobacterial GlmU enzyme – biochemical, glucosamine-1-phosphate acetyltransferase (AID 1376); M. tuberculosis GlmU acetyltransferase enzyme assay; higher % means a stronger effect; one-dose inhibition, %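 (tested at 30 µM in the primary screen)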; IC50 in µM for titrated hits; 220,000 tested, 0.25% active; in the data active = inhibition above about 13%;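 also: 0% = complete reaction with vehicle and 100% = reaction without substrate; strong numbers were not always called active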
Mtb RmlCD inh = inhibitors of Mycobacterium tuberculosis RmlC and RmlD coupled enzymes; RmlC+RmlD coupled enzyme assay, percent inhibition; primary screen in compound mixtures; 160,000 tested, 0.03% active; inhibition, % at 3.6 µM; AID 1533; in the data active = inhibition mostly above about 34%, no sharp cut-off; also: some results filed as inactive read as strong as hits
Target sequence (P9WH09 whole entry, looked up): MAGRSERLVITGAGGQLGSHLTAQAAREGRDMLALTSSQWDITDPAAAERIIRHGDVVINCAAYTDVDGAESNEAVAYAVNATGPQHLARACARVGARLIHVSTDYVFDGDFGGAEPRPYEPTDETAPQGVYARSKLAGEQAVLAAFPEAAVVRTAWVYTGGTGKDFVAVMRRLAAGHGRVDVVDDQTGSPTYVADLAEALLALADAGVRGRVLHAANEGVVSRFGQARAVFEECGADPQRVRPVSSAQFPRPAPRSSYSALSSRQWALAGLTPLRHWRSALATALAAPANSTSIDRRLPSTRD
Target sequence (P9WH11 whole entry, looked up): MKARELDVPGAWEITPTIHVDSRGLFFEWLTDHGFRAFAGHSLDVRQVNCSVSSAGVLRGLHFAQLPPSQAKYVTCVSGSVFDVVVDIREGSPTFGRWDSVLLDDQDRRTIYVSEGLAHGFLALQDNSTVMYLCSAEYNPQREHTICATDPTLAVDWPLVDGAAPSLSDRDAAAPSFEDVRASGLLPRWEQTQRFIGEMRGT
Active calls of the source: *; x = not tested or not shown.

Every second line gives: Mtb RmlCD inh, GlmU inhibition
> Cc1ccc(NC(=O)c2cnccn2)cc1
 : 3, -6.9%
> c1ccc(-c2ccccc2OCCCN2CCCCC2)cc1
 : x, -3.0%
> COc1cccc(C(=O)n2ccc(-c3cccs3)n2)c1
 : 3, x
> NC(=O)c1ccc(Sc2nnc(-c3cccs3)n2CC2CCCO2)c([N+](=O)[O-])c1 (configuration not stated)
 : 79, 5.9%
> COCc1cc(=O)n2[nH]c(C)nc2n1
 : -7, 1.2%
> O=C(Nc1ccncc1)c1c(F)cccc1F
 : -11, 0.8%
> Cn1c(C(=O)N2CCC(C(=O)N3CCN(Cc4ccc5c(c4)OCO5)CC3)CC2)cc2sccc21
 : 3, 2.5%
> Cc1ccc(C(=O)N/N=C\c2cc3c(cc2Br)OCO3)s1
 : -8, 2.6%
> O=C(COc1cccc2ccccc12)NNC(=O)c1cccs1
 : 2, x
> CCCNC(=O)COC(=O)/C=C/c1ccc(C)o1
 : 12, -2.0%
> COc1ccc2cc(C(=O)C3CCCN(Cc4cccc(C)n4)C3)ccc2c1 (configuration not stated)
 : -21, -2.1%
> N#CC1=C(SCc2ccc(C#N)cc2)N=C(N)C(c2nc(-c3ccccc3)cs2)C12CCCCC2 (configuration not stated)
 : 4, -3.8%
> COC(=O)c1cc(Cc2ccc(N)c(C(=O)OC)c2)ccc1N
 : -4, 5.2%
> O=C(OCc1cc(=O)n2c(n1)sc1ccccc12)c1ccc2c(=O)n3c(nc2c1)CCC3
 : x, -4.8%
> CCCCCC(=O)NC(Nc1ccc(S(N)(=O)=O)cc1)C(Cl)(Cl)Cl (configuration not stated)
 : -10, 6.0%
> CCN(CC)S(=O)(=O)c1ccc(C(=O)N2CCCCC2)cc1
 : x, 3.2%
> c1ccc2nc(N3CCOCC3)c(N3CCOCC3)nc2c1
 : 10, -1.0%
> O=C(COc1ccc(Cl)cc1Cl)Nc1ccc(S(=O)(=O)NC2=NCCCCC2)cc1
 : -5, 3.3%
> Fc1ccc(CN2CCCCCC2)c(F)c1
 : 0, -0.1%
> Brc1ccccc1-n1nnc(-c2nccs2)n1
 : x, 3.8%

Record cards, as listed above. Order of values: Mtb RmlCD inh	GlmU inhibition
Listed for c1ccc2nc(N3CCOCC3)c(N3CCOCC3)nc2c1 : 10	-1.0%
Listed for CCCCCC(=O)NC(Nc1ccc(S(N)(=O)=O)cc1)C(Cl)(Cl)Cl (configuration not stated) : -10	6.0%
Listed for Brc1ccccc1-n1nnc(-c2nccs2)n1 : x	3.8%
Listed for COCc1cc(=O)n2[nH]c(C)nc2n1 : -7	1.2%
Listed for O=C(Nc1ccncc1)c1c(F)cccc1F : -11	0.8%

The listing continues:
Every second line gives: Mtb RmlCD inh, GlmU inhibition
> COc1cccc(Nc2nnc(SCC(=O)N3CC(C)OC(C)C3)s2)c1 (configuration not stated)
 : 4, -4.0%
> Cc1nccn1CCN(C)Cc1cn(Cc2ccccc2)nc1-c1ccc2c(c1)OCO2
 : -8, -3.6%
> COc1cc2cnc(Cl)nc2cc1OC
 : 1, 2.9%
> CC(C)Cn1c(N)c(C(=O)COC(=O)c2ccncc2)c(=O)n(C)c1=O
 : -3, -1.4%
> O=C(Nc1cccn2ncnc12)C(F)(F)F
 : 6, 7.0%
> COc1ccc([N+](=O)[O-])cc1NC(=O)CSc1nncn1-c1ccccc1
 : -11, 1.6%
> Cc1onc(-c2c(Cl)cccc2Cl)c1C(=O)N1CCc2ccccc2C1
 : 3, x
> CCn1cc(CN2CCCC(C(=O)c3ccc(-c4ccccc4)c(F)c3)C2)cn1 (configuration not stated)
 : x, -10%
> Cc1c(-n2cc(C(=O)c3ccccc3O)cc(C#N)c2=O)c(=O)n(-c2ccccc2)n1C
 : 11, x
> CCCNC(=O)c1onc(CSc2ccccn2)c1C(=O)NCCC
 : 0, 2.8%
> O=c1nc(N2CCCCC2)nc2n1CCO2
 : -2, -1.0%
> Cc1ccc(CNC(=O)CC2C(=O)Nc3c2c(=O)n(C)c(=O)n3Cc2ccccc2)cc1 (configuration not stated)
 : -1, 1.3%
> O=C(c1ccco1)N1CCN(C(c2cccs2)c2nnnn2C2CCCCC2)CC1 (configuration not stated)
 : x, -2.6%
> Cn1c(C(=O)Nc2ccc3c(c2)OCO3)cc2c(=O)n(C)c3ccccc3c21
 : 9, 1.9%
> CNC(=O)c1cc(Nc2nnc(-c3ccc(O)cc3)c3ccccc23)ccc1OC
 : 11, 3.3%
> O=C(N/N=C/c1ccc(N2CCOCC2)cc1)C1COc2ccccc2O1 (configuration not stated)
 : -7, -5.7%
> Cc1ccc(N2C(=O)SC(Cc3ccccc3)C2=O)cc1 (configuration not stated)
 : x, -3.3%
> COC(=O)c1sc2nc(SCc3ccccc3C#N)n(N)c(=O)c2c1C
 : -8, 3.9%
> O=C(COC(=O)Cn1c(C(F)(F)F)nc2ccccc21)Nc1ccc2c(c1)OCCO2
 : 9, -2.5%
> O=C(CCNC(=O)c1ccc(Br)o1)NCc1ccccc1Cl
 : -4, -2.7%
> Cc1ccc2nc(N(CCCN(C)C)C(=O)CCc3ccccc3)sc2c1
 : -4, -5.5%
> O=C(Nc1cccnc1)c1cccc(NC(=O)c2ccco2)c1
 : -6, 10%
> CCC(C)C(=O)Nc1nc(-c2ccc3c(c2)NC(=O)CO3)cs1 (configuration not stated)
 : -11, 3.9%
> Cn1cccc1CC(=O)N/N=C\c1ccccc1
 : 3, 2.2%
> CCn1c(=O)c(C(=O)CN2CCCc3ccccc32)c(N)n(Cc2ccccc2)c1=O
 : -8, -3.9%
> Clc1ccc2c(N/N=C/c3ccc(Br)cc3)ccnc2c1
 : 8, 2.4%
> COC(=O)C(C(=O)Nc1ccc(OC)cc1)C1CCCCCC1 (configuration not stated)
 : x, 1.0%
> COc1ccc(CN(C(=O)Cn2nnc(-c3ccc(C)o3)n2)C(C(=O)NCC2CCCO2)c2ccco2)cc1 (configuration not stated)
 : -13, 7.5%
> O=C(O)c1[nH]c2ccc([N+](=O)[O-])cc2c1-c1ccccc1
 : -14, 0.7%
> CCOC(=O)c1nn(-c2ccc(Cl)cc2)cc1O
 : 8, -1.1%
> COC(=O)C1=C(C(=O)OC)[C@@H]2N(C)c3ccc(OC)cc3[C@@]23C[C@@H](C(=O)OC)N(S(=O)(=O)c2ccc(OC)cc2)C3=N1
 : x, -2.9%
> COc1ccc(N(C(C)C(=O)NN=C2CCCC2)S(C)(=O)=O)cc1 (configuration not stated)
 : -11, -0.3%
> O=C(c1ccc2c(c1)N(Cc1ccc(F)cc1)C(=O)c1ccccc1S2(=O)=O)N1CCN(c2ccccn2)CC1
 : 4, 4.2%
> COc1cc(CNCc2ccccc2C(F)(F)F)cc(OC)c1
 : 6, -8.6%
> CCCCN(CC)c1nc(N)c(C#N)c(CC#N)c1C#N
 : -10, 0.0%
> Cn1c(SCC(=O)c2cc(Cl)c(Cl)s2)nnc1-c1ccco1
 : 23, -7.3%
> Cc1ccc(S(=O)(=O)Cn2nnnc2CN2CCCC3(CCCCC3)C2)cc1
 : 14, -3.2%
> Nc1c(C(=O)NCc2ccc3c(c2)OCO3)nnn1Cc1ccc(Br)cc1
 : -11, 2.5%
> Oc1ccccc1CN1CCCN(Cc2ccccc2O)C1
 : x, -7.0%
> CCOC(=O)C1CCCN(c2c(N3CCN(c4ccccn4)CC3)c(=O)c2=O)C1 (configuration not stated)
 : 6, 3.2%

Sorted by heavy-atom count (rising): part of the list above.
Every second line gives: Mtb RmlCD inh, GlmU inhibition
> CCOC(=O)c1nn(-c2ccc(Cl)cc2)cc1O
 : 8, -1.1%
> O=C(O)c1[nH]c2ccc([N+](=O)[O-])cc2c1-c1ccccc1
 : -14, 0.7%
> COC(=O)C(C(=O)Nc1ccc(OC)cc1)C1CCCCCC1 (configuration not stated)
 : x, 1.0%

More results.
Every second line gives: Mtb RmlCD inh, GlmU inhibition
> FC(F)(F)c1nnc2ccc(N3CCCCCC3)nn12
 : -5, -3.1%
> COc1ccc(C2Nc3ccccc3C(=O)N2c2ccccc2)cc1COc1ccccn1 (configuration not stated)
 : x, -5.9%
> COc1ccc(Oc2ccc(C(F)(F)F)cc2N)cc1
 : -5, -1.7%
> COc1ccc(N2C(=O)C(CC(=O)Nc3ccc(F)cc3)N(CCc3ccc(OC)c(OC)c3)C2=O)cc1 (configuration not stated)
 : -5, 1.3%
> Cc1ccc(S(=O)(=O)/N=S(\C)CC2CC2(Cl)Cl)cc1 (configuration not stated)
 : -1, -5.3%
> COC(=O)c1sc(C(C)(C)C)cc1CSc1ccccc1
 : -8, 1.1%
> CN(C)C(CNC(=O)Cc1c(Cl)cccc1Cl)c1ccccc1 (configuration not stated)
 : -3, -1.3%
> CC1CCc2c(nc3sc4c(c3c2N)CCCC4)C1 (configuration not stated)
 : x, 6.0%
> COc1ccccc1OCCOc1ccc(/C=N/n2cnnc2)cc1
 : x, -3.3%
> Cc1ccc(NC(=O)c2ccc([N+](=O)[O-])cc2Cl)nc1
 : 3, 4.4%
> O=C(COc1cccc([N+](=O)[O-])c1)N/N=C/c1ccco1
 : -7, 1.2%
> COc1cc(C)ccc1S(=O)(=O)N1CCCCCC1
 : -5, -2.3%
> Clc1ncn(CCOc2ccccc2)c1Cl
 : -13, -0.2%
> Nc1nc(SCc2ccccc2Cl)nc2nc3c(cc12)CCCC3
 : x, -0.7%
> COC(=O)C1c2ccccc2-c2ccccc21
 : 7, -6.8%
> CSc1ccccc1NC(=O)CSc1nncs1
 : -11, -3.8%
> CCO[C@H]1OC(C(=O)Nc2ccccc2)=C[C@@H](c2ccc(Br)cc2)[C@@H]1CCCO
 : x, 0.1%
> COc1cccc(NS(=O)(=O)c2ccc(NC(C)=O)cc2)c1
 : 10, 4.6%
> Cc1ccc(S(=O)(=O)N[C@@H](C)C(=O)N2CCC(C(=O)N3CCC[C@H]3C(=O)O)CC2)cc1
 : x, 0.1%
> O=C1CN(Cc2ccccc2)C(=NCc2ccco2)S1
 : 49, -5.6%
> CN(Cc1ccccc1)Cc1nc2c(c(=O)n(C)c(=O)n2C)n1Cc1ccc(F)cc1
 : x, 5.9%
> CC(O)(C#CCN1CCOCC1)c1ccccc1 (configuration not stated)
 : 10, x
> CCCCCCOc1ccc(C(CC(=O)O)C(N)=O)cc1 (configuration not stated)
 : 5, 2.3%
> CCOC(=O)C1CCN(c2ccc(C(N)=O)cc2[N+](=O)[O-])CC1
 : 5, 4.7%
> COc1cccc(C(=O)N2CCN(c3ncccn3)CC2)c1
 : -4, -1.1%
> CC(C)c1cc(N=NC(N)=O)cc(C(C)C)c1O
 : -5, -5.0%
> CC(C)(C)NC(=O)COC(=O)c1ccccc1C(=O)c1ccccc1
 : 20, -0.9%
> CC(C)CNC(=O)N1c2ccccc2Sc2ccccc21
 : -13, 5.8%
> COc1cc(OC)cc(C(=O)NCC(=O)OCC(=O)c2cc(OC)ccc2OC)c1
 : -7, 4.6%
> O=C(Nc1ccccc1)C1=C[C@@H](c2ccc(Br)cc2)C[C@@H](OCCCCO)O1
 : x, 2.0%
> CC(=O)Nc1cccc(C(=O)OCc2ccc(C(=O)Oc3ccc(Cl)cc3)cc2)c1
 : x, -2.0%
> c1ccc2nc(-c3ccncc3)ccc2c1
 : x, -0.5%
> CN1C(=O)C(=O)N(CC(=O)N2CCc3ccccc32)C1=O
 : -4, -1.0%
> Cc1ccnc(N2CCC(C(=O)Nc3ccc4c(c3)CCC4)CC2)n1
 : x, -1.6%
> S=C1NCN(C2CCCCC2)CN1Cc1ccccc1
 : x, -2.8%
> COc1ccccc1NC(=O)C1(C)Cc2ccccc2C(=O)O1 (configuration not stated)
 : 5, 8.2%
> Cc1cc(C)cc(OCc2ccc(C(=O)N3N=C(C(F)F)CC3(O)C(F)F)o2)c1 (configuration not stated)
 : 17, x
> CCOC(=O)c1c(C)[nH]c(C)c1C(=O)CSc1nc2ccccc2c(=O)n1-c1ccc(Cl)cc1
 : 4, -6.6%
> Cc1ccc2nc(SCC(=O)Nc3c(F)cccc3F)[nH]c2c1
 : -9, -5.3%
> CC1=C/C(=N\NC(=O)c2ccc(O)cc2)CC1
 : -7, 2.8%
> CSc1nnc([C@@H]2CCCN2C(=O)OC(C)(C)C)o1
 : 2, 6.7%
> COc1cccc(-c2nnc(NC(=O)c3ccc4ncsc4c3)o2)c1
 : 14, 0.1%
> Fc1ccc(CSc2nncn2NCc2ccccc2)cc1
 : x, -0.8%
> CC(C)CNC(=O)c1cc(-c2ccc(Cl)c(Cl)c2)on1
 : -9, 4.3%
> CCc1ccc(NC(=O)C(C)OC(=O)c2ccc(NS(=O)(=O)c3ccc(C)c([N+](=O)[O-])c3)cc2)cc1 (configuration not stated)
 : 4, 1.8%
> Cc1cc(C)cc(NC(=S)Nc2ccccn2)c1
 : -5, 8.2%
> O=C1[C@@H]2CSCN2C(=O)CN1CCc1cccc(F)c1
 : 4, 0.4%
> O=C(CSc1nnc(-c2ccncc2)o1)c1cccc([N+](=O)[O-])c1
 : -6, -0.7%
> O=C(CSc1nnc(-c2ccc(S(=O)(=O)N3CCCC3)cc2)o1)NCC1CCCO1 (configuration not stated)
 : -10, 9.1%
> Cc1occc1C(=O)N/N=C/c1c[nH]c2ccccc12
 : 14, 0.2%
> Cc1ccc2nc(-c3ccccc3)c(-c3ccccc3)nc2c1
 : 6, 3.5%
> O=C(NCc1ccccc1)C1CCN(S(=O)(=O)c2cccc3cccnc23)CC1
 : 8, -4.8%
> CC(C)OCCCNC(=O)c1c(N)n(/N=C/c2cccs2)c2nc3ccccc3nc12
 : 10, x
> COCc1cc(=O)n2[nH]c(C(F)(F)F)nc2n1
 : 6, -0.2%
> CCN1C(=O)/C(=C/C2=Cc3ccccc3OC2C)SC1=S (configuration not stated)
 : x, -2.2%
> CCOC(=O)CSc1ncnc2c1nnn2-c1ccc(F)cc1
 : x, -1.7%
> Cc1ccccc1NS(=O)(=O)c1cc(S(C)(=O)=O)ccc1Cl
 : x, -5.6%
> C=CCOC(=O)C(=O)/C=C/c1ccc2c(c1)Cc1ccccc1-2
 : x, -3.3%

Not all compounds are listed. The share of hits here may be higher or lower than overall.
